12-LOX inh: blocks human arachidonate 12S-lipoxygenase | P18054 | purified 12hLO, xylenol orange hydroperoxide absorbance | Potency, µM (top dose mostly 108 µM), for inactives: at the top dose activity change, negative = inhibition, hits mostly inhibitors | 1.1% of 580,000 active | AID 1671190; active means well fitted inhibition curve with a large enough effect; inconclusive means small, poorly fitted or top-dose-only effect, or another doubt; inactive means no such curve, though single readings can be large or run the other way
Target sequence (P18054 whole entry, looked up): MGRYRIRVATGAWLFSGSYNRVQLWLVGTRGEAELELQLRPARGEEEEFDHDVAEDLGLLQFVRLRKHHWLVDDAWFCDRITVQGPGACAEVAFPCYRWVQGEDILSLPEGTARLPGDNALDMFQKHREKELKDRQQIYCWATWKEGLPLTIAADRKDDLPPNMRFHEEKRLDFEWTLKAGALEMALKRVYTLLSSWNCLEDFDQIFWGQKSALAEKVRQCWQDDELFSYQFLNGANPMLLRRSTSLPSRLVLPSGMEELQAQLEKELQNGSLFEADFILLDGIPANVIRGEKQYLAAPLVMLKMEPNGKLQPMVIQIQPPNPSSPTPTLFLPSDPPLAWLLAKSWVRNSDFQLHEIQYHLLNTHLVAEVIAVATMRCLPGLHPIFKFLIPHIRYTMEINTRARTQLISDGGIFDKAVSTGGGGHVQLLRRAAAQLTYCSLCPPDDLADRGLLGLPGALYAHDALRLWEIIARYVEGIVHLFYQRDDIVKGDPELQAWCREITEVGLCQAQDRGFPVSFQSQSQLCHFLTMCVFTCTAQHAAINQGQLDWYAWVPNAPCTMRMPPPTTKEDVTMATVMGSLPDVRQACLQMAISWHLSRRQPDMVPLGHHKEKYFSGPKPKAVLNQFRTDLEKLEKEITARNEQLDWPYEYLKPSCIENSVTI
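Purified human 12hLO (150 nM final) in 25 mM Hepes, 0.01% Triton X-100, pH 7.0 was preincubated 15 min at room temperature with compound. Then 40 uM arachidonic acid was added, 30 min. Hydroperoxide was read by Fe-XO absorbance ratio 573/405 nm.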
Starred values were filed as active, the others as inactive; ? = inconclusive; [ ] = remark or other dose. On the % scale 0 is the no-effect control and ±100 the full control effect; potency means the concentration at half of the fitted maximal effect.

12-LOX inh	compound
3.6%	CC(C)Oc1ccccc1-c1noc(-c2ccc(S(=O)(=O)NC3CC3)o2)n1
?	O=C(CSc1nc(-c2ccco2)nc2ccccc12)N1CCCCCCC1
8.4%[176 µM]	O=C(CC1CC1)N1CCC(Oc2cnc3c(ccn3-c3cncnc3)c2)CC1
-21.1%	Cc1cccc(C)c1NC(=O)Cn1ccn2nc(-c3ccccc3)c(CO)c2c1=O
-0.5%	COC(=O)CC(=O)CC(NS(=O)(=O)c1ccc(C)cc1)c1ccccc1 (centres undefined)
27.8%	CCN1c2cc(C(N)=O)ccc2C(=O)N2CCCCCC21 (centres undefined)
76.6%[activator]	CC1(COc2ccc(-c3nc(COc4ccccc4)no3)cn2)CCCNC1 (centres undefined)
-4.8%	O=C(Nc1ccc(F)cc1)C1CCCN(C(=O)Cc2cccc3ccccc23)C1 (centres undefined)
23.3%	Cc1ccc(F)c2c(C=O)c(C(C)(C)C)[nH]c12
?	CCN1CCC(NC(=O)Cc2cn(C)c3ccccc23)CC1
0.3%	C=CCN1CC2(CCC1=O)CCN(c1nccc(C(F)(F)F)n1)CC2
?	C[C@H](NC(=O)c1cc(-c2ccccc2)nc2ccccc12)C(=O)O
?	CC(C)ON(C(C(=O)NO)C(C)C)S(=O)(=O)c1ccc(-c2ccccc2)cc1 (centres undefined)
42.1%[activator]	Cc1ccc(CNC(=O)N2CCC(c3nc(CCOCC4CCOCC4)no3)C2)cc1 (centres undefined)
10.2%	Cc1ccccc1-c1noc(CCC(=O)N2CCC3(CCCNC3)C2)n1 (centres undefined)
-10.0%	NC(=O)C1CCN(CCCNC(=O)c2ccc3ccccc3n2)CC1
4.9%	CCCN(CC1CCOC1)S(=O)(=O)c1ccc(Cl)s1 (centres undefined)
12.2%	O=C(C1CCCC1)N1CCC(c2noc(-c3ccccc3)n2)C1 (centres undefined)
15.8%	CCOC(=O)c1ccc(NC(=O)CN2CCCN(Cc3ccc(OC)cc3)S2(=O)=O)cc1
-3.3%	Cc1c(O)ccc2c(CN3CCN(CCc4ccccn4)CC3)cc(=O)oc12
54.9%[activator]	O=C(CCC1CCCN(S(=O)(=O)c2ccccc2F)C1)NCCCN1CCOCC1 (centres undefined)
4.4%[176 µM]	CN(Cc1cccc(C(F)(F)F)c1)S(=O)(=O)c1cccs1
?	Cc1nc2cc(NC(C)c3nc(C(C)(C)C)no3)ccc2o1 (centres undefined)
18.3%[176 µM]	Cc1cccc(-c2noc([C@@H]3Cc4nc[nH]c4CN3C(=O)Nc3cccc(F)c3)n2)c1

7 compounds out of the list, ordered by length of the SMILES, high to low.
12-LOX inh	compound
18.3%[176 µM]	Cc1cccc(-c2noc([C@@H]3Cc4nc[nH]c4CN3C(=O)Nc3cccc(F)c3)n2)c1
15.8%	CCOC(=O)c1ccc(NC(=O)CN2CCCN(Cc3ccc(OC)cc3)S2(=O)=O)cc1
-3.3%	Cc1c(O)ccc2c(CN3CCN(CCc4ccccn4)CC3)cc(=O)oc12
10.2%	Cc1ccccc1-c1noc(CCC(=O)N2CCC3(CCCNC3)C2)n1 (centres undefined)
12.2%	O=C(C1CCCC1)N1CCC(c2noc(-c3ccccc3)n2)C1 (centres undefined)
?	Cc1nc2cc(NC(C)c3nc(C(C)(C)C)no3)ccc2o1 (centres undefined)
4.9%	CCCN(CC1CCOC1)S(=O)(=O)c1ccc(Cl)s1 (centres undefined)

(more compounds)
12-LOX inh	compound
-0.4%	O=C(CC1CCCC1)N1CCC(c2nc(C3CCOCC3)no2)C1 (centres undefined)
59.7%[activator]	N#CC(C(=O)Nc1ccccc1)C(=O)c1ccccc1Cl (centres undefined)
54.9%[activator]	Cc1cccc(NC(=O)N2CCC3(CC2)SCC(=O)N3Cc2ccco2)c1
19.2%	CNCCN1C(=O)CC[C@H]2CN(C(=O)Cc3c(C)noc3C)CC[C@H]21
2.2%	COc1ccccc1CN1C(=O)CN(S(C)(=O)=O)CC1(C)C(=O)NCc1ccccc1 (centres undefined)
17.5%	CC(C)CNC(=O)N1CCn2nnc(CCC(=O)N3CCOCC3)c2C1
?	O=C(N/N=C/c1ccc(Br)cc1)c1cccc(N/N=C/c2ccc(Br)cc2)c1
64.2%[activator]	c1ccc(-c2noc(Nc3ccc4c(c3)OCCO4)n2)cc1
18.7%	CC1=C(C(=O)OC(C)C)C(c2ccccc2C)N2C(CC(=O)N3CCCC3)=CSC2=N1 (centres undefined)
5.4%	O=C(c1ccc2c(c1)OCO2)N1CCn2c(nn(-c3ccc(F)cc3F)c2=O)C1
22.7%	O=C(NCC1CC1)c1noc(-c2ccccc2F)n1
55.4%	S=C(NN=C1CCCCC1)NC1CCCCC1
-12.3%	Cc1ccc(OCC(=O)Nc2cc(-c3nc4ccccc4o3)ccc2C)cc1
56.7%[activator]	CCc1noc([C@@H]2CC(F)(F)CN2C(=O)c2cn(C)cn2)n1
1.6%	Cc1cc(N2C[C@H]3CN(C(=O)CN(C)C)C[C@@]3(C(=O)O)C2)nc(N)n1
3.1%	CCCN1C(SCC(=O)N2CCCCCC2)=NS(=O)(=O)c2ccccc21

A portion from the list above, as a working copy:
12-LOX inh	compound
56.7%[activator]	CCc1noc([C@@H]2CC(F)(F)CN2C(=O)c2cn(C)cn2)n1
1.6%	Cc1cc(N2C[C@H]3CN(C(=O)CN(C)C)C[C@@]3(C(=O)O)C2)nc(N)n1
3.1%	CCCN1C(SCC(=O)N2CCCCCC2)=NS(=O)(=O)c2ccccc21

(more compounds)
12-LOX inh	compound
42.1%[activator]	NCC(=O)N1CCCC2(Cc3ccccc3CN2C(=O)c2cccc(Cl)c2)C1 (centres undefined)
-6.0%	COCCOCC(=O)N1CCC(N2C(=O)C(OCC3CC3)C23CCOCC3)CC1 (centres undefined)
?	OCCCNC(=S)Nc1ccc(F)cc1
29.3%	Cc1cc(NC(=O)C(C)Sc2nnc3c(Cl)cc(Cl)cn23)on1 (centres undefined)
-29.8%	COCCN1CCC(OC(C)=O)C(C)C1C (centres undefined)
10.9%	CCC(C)[C@H](NC(=O)[C@@H]1Cc2ccccc2CN1)C(=O)NC1CCCC1 (some centres undefined)
29.8%	COc1ccc(C(=O)NCC2Cn3cccc3C(=O)N2CC(C)C)cc1 (centres undefined)
0.9%	Cc1c(-c2ccn[nH]2)cnn1C
?	O[C@@H]1C[C@@H](c2nc(-c3ccc(F)cc3)no2)N(Cc2ccc(F)cc2)C1
25.7%	Cc1nc2ccccc2n1Cc1cc(C(=O)N2CCCC2)no1
28.8%	CCc1ccccc1S(=O)(=O)N1C[C@@H](F)C[C@H]1C(=O)N1CCCCC1
44.2%[activator]	Cn1nccc1C(=O)NCC(=O)N1CCCCCNC(=O)CC1c1ccccc1 (centres undefined)
-2.3%	CCn1cc(CN(C)S(=O)(=O)c2ccc(C(=O)NC3CC3)cc2)cn1
?	COC(=O)c1c(C)[nH]c2ccccc12
-15.0%	N#CCSc1nnc(-c2cccnc2)n1-c1ccccc1F
55.2%[activator]	C/C(CC(C)C)=N\NC(=O)c1cccc(C)c1
1.3%	O=S(=O)(O)CC(O)CNC(CO)(CO)CO (centres undefined)
0.6%	Cc1ccc2c(Cl)cc(Cl)c(OCC(=O)NC3(C#N)CCCCC3)c2n1
17.7%	O=C(NCc1ccc(F)c(Cl)c1)c1cccc2c1CCN2C(=O)C1CC1
?	N#Cc1c[nH]n2c(=O)cc(CSc3nnc(-c4ccccc4F)n3C3CC3)nc12
5.7%	O=C(NCc1ccco1)[C@H]1CN(Cc2ccccc2)C[C@H]1C(=O)O
17.1%	O=C(NCc1ccc(F)cc1)[C@H]1CN(Cc2ccccc2)C[C@H]1C(=O)O
39.7%[activator]	CNC(=S)NNC(=O)c1cccnc1
8.0%	CC1c2cc3c(cc2CCN1S(=O)(=O)c1ccc(Cl)c(C(F)(F)F)c1)OCCCO3 (centres undefined)
4.2%	Cc1ccc2nc(-c3cccnc3)cc(C(=O)NCCc3ccc(F)cc3)c2c1
?	COc1ccc(CN2C[C@H]3CN(Cc4c[nH]c5ccccc45)CCN3C2=O)cc1
-27.3%	COc1ccc(N/C=C/C(=O)c2ccc(C(C)C)cc2)cc1
-5.3%[176 µM]	CC[C@H]1CN(C(=O)c2ccnc(Cl)c2)CC[C@H]1CC(=O)NCc1cccnc1
-2.0%	O=C(Cn1ccc2cc(S(=O)(=O)N3CCCCC3)ccc21)N1CCOCC1
-2.5%	COCCn1cnc2c1c(=O)n(CC(=O)Nc1c(C)cc(C)cc1C)c(=O)n2Cc1ccccc1
-4.9%	Cc1ncc2c(c1CNC(=O)CCc1ccc(=O)[nH]n1)CCNC2
41.3%[365 µM]	CC(c1cccs1)N(C)Cc1ccccc1 (centres undefined)
78.1%[activator]	CN(C)C[C@@H]1CN(S(C)(=O)=O)C[C@H]1NC(=O)c1c(F)cccc1Cl
?	O=C(NC1(C(F)(F)F)C(=O)Nc2c1c(=O)[nH]c(=O)n2-c1ccc(Cl)cc1)c1cccs1 (centres undefined)
1.9%	CC(C)CC(=O)Nc1ccc2oc(-c3ccc(F)cc3)nc2c1
5.3%[176 µM]	CCCCCCCCCCCCCCCCCC(N)=O
17.7%	CC(C)NC(=O)CNC(=O)CCc1ncc(-c2ccc(F)cc2F)o1
-21.7%	O=C(c1ccccc1)c1oc(-c2ccccc2)c(Cl)c1-c1ccccc1
-15.2%	Cc1cc(C2CC(C(=O)NCc3ccco3)CN(C(=O)c3ccccc3)C2)ccc1F (centres undefined)
?	O=Cc1cccn1-c1ccc(I)cc1
-41.3%[22.9 µM]	Cn1cc(C[C@@H](N)C(=O)O)c2ccccc21
-22.4%	O=C(N(Cc1cccs1)c1cccc(C(F)(F)F)c1)C12CC3CC(CC(C3)C1)C2
0.0%	COc1ccccc1CCN1CCCC(CN(C)C(=O)Nc2ccccc2)C1 (centres undefined)
2.9%	Fc1ccc(NCC23CC4CC(CC(C4)C2)C3)cc1
73.2%[activator]	Cc1ccc(C(=O)N2CCC3(CC2)CN[S+](=O)([O-])c2ccccc2N3)cc1
5.0%	C=C(C)C1CCC(C)=C1CC/C(C)=N/NC(N)=O (centres undefined)
25.6%	CCN(CC)C(CNc1nc(CCN)nc2ccccc12)c1ccco1 (centres undefined)
57.0%[activator]	O=C(Cc1cccs1)N1CCCC(Cc2nncn2CC2CC2)C1 (centres undefined)
?	O=C1N(Cc2cccc(F)c2F)CCCC1(O)CN1CCNCC1 (centres undefined)
42.7%[activator]	COCc1noc(CNc2cc(-c3ccccc3F)nc3ccnn23)n1
?	COc1nc2cc(C)c(C)cc2nc1C(=O)Nc1cccc(Cl)c1
37.0%	CCC(C)NC(=O)C1CC(c2ccccc2)CN(C(=O)NCc2ccccc2)C1 (centres undefined)
?	CCc1ccc(C(C)NC(=O)Cc2ccc(C)s2)cc1 (centres undefined)
5.4%	COC(=O)C1=CN(CC(=O)Nc2ccccc2C)S(=O)(=O)N=C1C
?	COC(=O)c1sc(=S)n(-c2ccc(C)cc2)c1N
-1.4%	C#CCNC(=O)C[C@H]1C[C@@]2(C(=O)OC)C(=C[C@H](C(C)(C)C)O[C@@H]2C)N(CCC2=CCCCC2)C1=O

Additional compounds.
12-LOX inh	compound
-30.0%	COc1ccc(Br)cc1/C=C1\CCc2ccccc2C1=O
13.4%	O=C(CN1C(=O)NC2(CCS(=O)(=O)CC2)C1=O)Nc1ccc2c(c1)OCCO2
-5.8%[176 µM]	O=C(NCc1ccccc1)c1cnc2n1CCN(CCCc1ccccc1)CC2
6.8%	O=C(NCCN1CCOCC1)c1nn2c(C(F)(F)F)cc(-c3ccco3)nc2c1Br
?	Cc1nc2ccc(C(=O)N3CCN(C(=O)C4CC4)CC3)cc2nc1C
46.2%[activator]	Cc1nc(-c2ccccn2)sc1C(=O)NC1CCC(C(F)(F)F)CC1 (centres undefined)
11.7%[6.33 µM]	O=C1NC(=NC2CCCC2)C2(CCCN([S+](=O)([O-])c3cccc(C(F)(F)F)c3)C2)N1c1cccnc1 (centres undefined)
5.3%	Cc1ccc(C(=O)N2CCC3(CCCCO3)CC2)cn1
18.1%[6.33 µM]	COc1ccc(CC(=O)N2CCCC3(Cc4ccccc4CN3C(=O)C3CCCC3)C2)cc1 (centres undefined)
1.4%[12.5 µM]	CC1(C(=O)O)CCN(C(=O)c2cccc(Cl)c2)CC1
?	COCCN(Cc1cc(OC)c(OC)c(OC)c1)Cc1cc(=O)n2ccc(C)cc2n1
?	O=C(CN1CCN(C(=O)c2ccc3ccccc3c2)CC1)Nc1ccccc1Cl
19.0%	CCc1c(C(=O)N2CCC3(CC2)c2ccccc2CC3O)csc1C (centres undefined)
?	C[C@@H]1C[C@H](C)CN(C(C(=O)O)c2cn(Cc3ccccc3)c3cc(C(=O)O)ccc23)C1 (some centres undefined)
15.6%	COCCN1C(=O)c2ccccc2C(C(=O)NC(C)C)C12CCCCC2 (centres undefined)
2.3%	COCCN1CCCC2(CCN(C(=O)CCn3cncn3)C2)C1=O (centres undefined)
?	Cc1cc(SSc2nc(C)cc(C)n2)nc(C)n1
0.5%[6.33 µM]	O=C(NCc1nnc2n1C(C(=O)NCc1ccc(F)cc1)CC2)Nc1cccnc1 (centres undefined)
-0.5%	Cc1cccc(CNC(=O)c2cc3c(N4CCCC4)nc(C)cn3n2)c1
18.8%	CN1C[C@@H]2CCCN3CCC[C@@H]([C@H]23)[C@H]1CCCC(=O)NCc1ccccc1
15.1%	CCN1c2cc(C(=O)NCc3cc(F)ccc3F)ccc2C(=O)N2CCCCCC21 (centres undefined)
-0.1%	CN1[C@H]2CC[C@@H]1CN(C(=O)c1cccc(CCC(C)(C)O)c1)CC2

Random excerpt: 2 entries already listed.
12-LOX inh	compound
-41.3%[22.9 µM]	Cn1cc(C[C@@H](N)C(=O)O)c2ccccc21
?	O=C1N(Cc2cccc(F)c2F)CCCC1(O)CN1CCNCC1 (centres undefined)

High-throughput results deposited in PubChem BioAssay by National Center for Advancing Translational Sciences (NCATS).

A portion of the library; count on the stated rates, not on these rows.
